H1N1 NS1A inhibition – NS1A inhibition, H1N1 influenza, cell based functional assay (AID 504329); hit rate 0.3% among 340,000; one-dose inhibition, % at 12.5 µM; IC50 in µM for titrated hits; NS1A functional cell-based assay, percent inhibition; higher % means a stronger effect; in the data active = a potency from the dose series; inconclusive = inhibition above about 27% without an active follow-up result; also: strong numbers were not always called active
inhibitors of VEEV – inhibitors of VEEV TC-83 cytopathic effect, confirmation, Vero cells (AID 588727); hit rate 0.13% among 350,000; inhibition, % at 20 µM, or IC50 in µM where a hit was titrated; Vero cells, VEEV TC-83 cytopathic effect inhibition; higher % means a stronger effect; in the data active = a potency from the dose series; inconclusive = inhibition mostly from about 14% at the one dose, without a potency; inactive = the rest, 99 in 100 with inhibition below about 12%; also: strong numbers were not always called active
Salmonella PhoP GFP – PhoP regulon inhibitors, Salmonella typhi PhoP promoter GFP reporter, confirmatory (AID 1850); Salmonella Typhi PhoP-promoter GFP reporter, fluorescence, 4 h; higher % means a stronger effect; one-dose inhibition, % at 50 µM; IC50 in µM for titrated hits; hit rate 0.33% among 310,000; in the data active = a potency from the dose series; inconclusive = inhibition mostly from about 25% at the one dose, without a potency; inactive = the rest, 99 in 100 with inhibition below about 19%;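 also: 0% = induced wells with vehicle and 100% = uninduced wells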
H37Rv inhibition – M. tuberculosis growth inhibition, HTS (AID 449762); M. tuberculosis H37Rv growth inhibition, 7H9 media; higher % means a stronger effect; hit rate 0.59% among 330,000; inhibition, % at 25 µM, or IC50 in µM where a hit was titrated; in the data active = a potency from the dose series; inconclusive = inhibition above about 70% without an active follow-up result;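 also: bacterial growth assessed after seven days of incubation; strong numbers were not always called active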
tuberculosis growth – growth inhibition of non-replicating M. tuberculosis (AID 488890); Mycobacterium tuberculosis non-replicating, growth inhibition; higher % means a stronger effect; one-dose inhibition, % at 25 µM; IC50 in µM for titrated hits; hit rate 0.39% among 320,000; in the data active = a potency from the dose series; inconclusive = inhibition mostly from about 82% at the one dose, without a potency; inactive = the rest, 99 in 100 with inhibition below about 76%;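 also: plate controls were DMSO cells for no effect and high antibiotic wells for full effect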
inhibitors of VEEV 10K pilot screen – recorded beside inhibitors of VEEV, whose call it bears; inhibition, %; measured here: 10K pilot screen inhibition
The depositor's hits bear a star; i = inactive; u = inconclusive; x = not tested or not shown. Compounds were not picked by outcome, and some 1.5% of all compounds hit somewhere here.

SMILES	H1N1 NS1A inhibition	inhibitors of VEEV	Salmonella PhoP GFP	H37Rv inhibition	tuberculosis growth	others
Cn1ncc(C#N)c1NC(=O)C1CC(c2ccc(Cl)c(Cl)c2)=NO1 (centres undefined)	2%	4.7%	15%	-4%	-7%
CN=c1scc(-c2ccccc2F)n1/N=C/c1ccc[nH]1	18%	5.4%	-2%	68%	-10%
CC(C)(C)c1ccc(C(=O)NCc2ccco2)cc1	x	1.2%	-2%	5%	73%
COc1ccc(Cl)cc1NC(=O)CNc1ccccc1CN(C)C1CCCCC1	1%	i	4%	u	58%
C=CCN(C(=O)c1cccc(N2C(=O)C3CC=CC(C)C3C2=O)c1)c1ccccc1 (centres undefined)	-6%	4.1%	9%	-1%	11%
COc1cc(C(=O)Nc2cccnc2)cc(OC)c1OC	-7%	0.3%	-2%	0%	1%
Cc1cc(/C=C(\C#N)C(=O)N2CCCCC2)cc(C)c1O	13%	6.9%	0%	12%	28%
O=C(CN(CCO)c1ccccc1)Nc1cccc(S(=O)(=O)N2CCCC2)c1	16%	2.7%	-8%	2%	15%
OC(COc1ccc2ccccc2c1)CN1CCCC1 (centres undefined)	1%	0.9%	14%	2%	16%
CCOP(=O)(OCC)C(O)c1ccc(OC)cc1 (centres undefined)	x	0.4%	10%	-4%	-6%
COCCN1C(=O)c2oc3ccccc3c(=O)c2C1c1ccc(OC)c(OC)c1 (centres undefined)	3%	i	-6%	-4%	-5%
O=C(COC(=O)/C=C/c1ccc(Br)o1)NCCCN1CCCC1=O	0%	8.1%	16%	0%	-7%
O=S(=O)(Cc1noc(-c2ccc(Cl)cc2)n1)Cc1ccco1	x	0.4%	4%	-5%	2%
Cc1ccc(CSCC(=O)N(C)CC(=O)Nc2ccccc2C(F)(F)F)cc1	-4%	7.7%	9%	-10%	-16%
Cc1nc(N)sc1Cc1ccc2c(c1)OCO2	5%	2.1%	4%	-9%	-5%
CC(=O)c1cc(CN2CCC(C(=O)Nc3ccc(-n4nc(C)cc4C)cc3)CC2)cs1	1%	i	5%	5%	9%
CC(C)NC(=S)NC(=O)c1ccc(Cl)cc1Cl	-6%	1.6%	2%	-1%	40%
S=c1[nH]nc(-c2ccncc2)n1/N=C/c1cn(-c2ccccc2)nc1-c1ccc(Cl)cc1	x	1.0%	6%	-10%	-16%
C=CCCC(=O)Nc1nc(C)c(-c2csc(Nc3ccc(Cl)cc3Cl)n2)s1	-9%	3.4%	-12%	u	31%
CN1C(=O)CSc2ccc(NC(=O)N3CCN(c4ccccc4)CC3)cc21	8%	4.7%	-8%	0%	-8%
Cc1cc(NC(=O)C(C)(C)C)no1	-6%	0.9%	-7%	-5%	7%
O=C(CO/N=C/c1c(Cl)cccc1Cl)NNC(=O)c1ccc(Cl)cc1	2%	0.4%	-5%	-4%	-2%
O=C(c1ccc(Br)o1)N1CCN(c2ccccc2F)CC1	-4%	1.1%	7%	4%	59%
COc1ccc(Cn2c(-c3ccccc3)nc3c(c(=O)c4ccccc4n3C)c2=O)cc1	0%	6.7%	7%	-8%	-19%
O=C(NC1CCCc2ccccc21)c1cccc(F)c1 (centres undefined)	-8%	i	x	x	x
c1ccc2c(c1)NCC1CCCN21 (centres undefined)	15%	i	-1%	-1%	2%
CCOC(=O)Cc1csc(Nc2c(C)n(C)n(-c3ccccc3)c2=O)n1	1%	0.4%	-6%	-8%	-27%
O=C(/C=C/c1cccc([N+](=O)[O-])c1)Nc1ccc(Cl)cn1	7%	0.2%	-10%	11%	10%
O=C(C1CCCO1)N1CCN(C(=S)Nc2ccc(F)c(Cl)c2)CC1 (centres undefined)	1%	3.0%	4%	4%	10%
Cc1ccc(Nc2cc(C)nc3c(C)cccc23)cc1	-3%	2.1%	20%	8%	60%
CCOC(=O)N1CCN(Cc2ccc(F)cc2F)CC1	-6%	1.1%	-3%	-3%	7%
COCc1nnc(NC(=O)c2ccc3c(c2)OCO3)s1	3%	1.0%	4%	-2%	7%
COc1cccc(CNC(=O)CCNC(=O)c2ccco2)c1	1%	1.4%	3%	-2%	-1%
O=C1c2ccccc2C(=O)N1CCCC(=O)N1CCc2ccccc21	2%	1.0%	1%	-2%	-6%
CC(=O)Nc1ccc(S(=O)(=O)NNC(=O)c2cccc(Br)c2)cc1	-16%	4.5%	7%	2%	0%
O=C(Cn1c2[n+](c3ccc(C(F)(F)F)cc31)CCCCC2)c1ccc2c(c1)OCCO2	11%	i	7%	5%	43%
Cc1oc(-c2ccccc2Cl)nc1CSCC(=O)O	0%	1.1%	x	-3%	x
O=C(COC(=O)CNC(=O)c1ccc(Cl)cc1)NC1CCCCCC1	-4%	0.5%	x	-7%	-9%
Nc1ccc(-c2cnc[nH]2)cc1[N+](=O)[O-]	9%	1.2%	12%	5%	-4%
COc1ccc(N(CC(=O)NC2CCCCC2)C(=O)CNC(=O)c2ccco2)cc1	-3%	i	-6%	-5%	-6%
Cc1cc(-c2ccc(N3C(=O)CCC3=O)c(C)c2)ccc1N1C(=O)CCC1=O	-7%	1.8%	-3%	-1%	-6%
COc1ccccc1NC(=O)CN1CCN(CC(=O)Nc2ccc(OCc3ccccc3)cc2)CC1	3%	1.6%	3%	65%	0%
Cn1c(N)c(C(=O)CSc2ccc3c(c2)OCCO3)c(=O)n(C)c1=O	6%	6.7%	1%	-2%	-27%
COc1ccc(/C=C/C(=O)NC(=S)Nc2cc3oc4ccccc4c3cc2OC)cc1	7%	i	-7%	5%	0%
CC(C)Cc1ccc(-c2cc(=O)[nH][nH]2)cc1	x	5.0%	7%	-4%	-9%
O=C(CCN1CCCCO1)N1CCCC(N2CCN(c3ccc(F)cc3)CC2)C1 (centres undefined)	6%	i	-9%	-9%	-5%
CC(=O)c1ccc2c(c1)OCCOCCOc1ccccc1OCCOCCO2	-20%	0.6%	-9%	16%	44%
CCN(Cc1ccccc1)S(=O)(=O)c1ccc(C(=O)Nc2nnc(-c3ccccc3OC)o2)cc1	2%	0.8%	3%	46%	1%
COc1ccc(CCNC(=O)c2ccc(NS(=O)(=O)c3c(C)noc3C)cc2)cc1OC	15%	1.5%	9%	-20%	0%
COCc1cc(C)n(CC(=O)NC(C)c2ccccc2)c(=O)c1C#N (centres undefined)	-7%	1.1%	-4%	0%	-14%
O=C(NCC(=O)N(Cc1ccccc1)C(C(=O)NC1CCCC1)c1ccco1)c1ccco1 (centres undefined)	5%	i	1%	-5%	6%
Cc1ccccc1-n1c(=O)n(Cc2ccco2)c(=O)c2[nH]cnc21	-23%	0.2%	-3%	-5%	-11%
Cc1ccccc1S(=O)(=O)N1CCN(C)CC1	-6%	0.8%	-1%	1%	-3%
O=C(CN1C(=O)c2ccccc2S1(=O)=O)Nc1ccc([N+](=O)[O-])cc1	2%	i	x	7%	12%
CCOC(=O)C(C(=O)Nc1ccccn1)C1CCCCC1 (centres undefined)	1%	2.3%	14%	-5%	24%
O=C(NCCCN1CCCC1=O)Nc1ccc([N+](=O)[O-])cc1	-2%	1.4%	-2%	3%	-6%
CC(=O)NC(Cc1ccccc1F)C(=O)NC1CCN(C(=O)c2cnccn2)CC1 (centres undefined)	14%	i	4%	-2%	9%
COc1ccccc1N1CC(C(=O)Nc2nnc(SCC(=O)NCC3CCCO3)s2)CC1=O (centres undefined)	-5%	1.2%	-2%	-2%	7%
CC12CCC(c3n[nH]c(=S)nc31)C2(C)C (centres undefined)	-9%	0.7%	1%	2%	0%
COc1cccc(OP(=O)(Nc2ccccc2)Oc2cccc(OC)c2)c1	1%	12%	-3%	-1%	21%
Next section.
SMILES	H1N1 NS1A inhibition	inhibitors of VEEV	Salmonella PhoP GFP	H37Rv inhibition	tuberculosis growth	others
CS(=O)(=O)N1CCN(c2cnn(-c3ccccc3)c(=O)c2Cl)CC1	-4%	i	9%	-2%	-1%
O=C(O)CCCn1nc(C(F)(F)F)c2c1CCCCC2	-1%	7.9%	-1%	5%	21%
Cc1ccc(N(C)C(=O)C2CCCN2S(=O)(=O)c2ccc3c(c2)n(C)c(=O)c(=O)n3C)cc1 (centres undefined)	-7%	1.5%	7%	3%	8%
O=C(CSc1ccccn1)N1CCCC(Nc2ccc(F)c(F)c2)C1 (centres undefined)	-1%	6.0%	-16%	1%	4%
CCC(C)c1ccc(-n2c(=O)c3ccccc3n3c(=S)[nH]nc23)cc1 (centres undefined)	-2%	1.4%	8%	-1%	-6%
CCCN1CCN(C(=O)c2cc(COc3ccc(F)c(F)c3)on2)CC1	-2%	0.9%	9%	4%	-3%
CCCNC(=O)N1[C@H]2CC[C@@H]1C(C(=O)OC)=C(c1cccc(OC)c1OC)C2	-10%	0.2%	1%	-7%	-12%
Cc1c(Cl)c(C(F)(F)F)nn1CC(=O)NN	4%	0.2%	-8%	15%	0%
COc1ccc(N(C(=O)/C=C/c2ccccc2)C2=CC3CCC(C2)N3C)cc1 (centres undefined)	3%	i	1%	4%	12%
COc1ccc(N=Cc2nc(-c3ccccc3)oc2OC(C)=O)cc1	-19%	3.0%	4%	1%	i
O=S(=O)(/C=C/C=C/S(=O)(=O)c1ccccc1)c1ccccc1	-11%	i	x	x	x
CCCOc1ccc2cc(C(=O)NCc3ccccc3)c(=O)oc2c1	6%	1.6%	4%	1%	39%
c1ccc2c(c1)N1CCN=C1N2CCN1CCCCC1	2%	0.5%	5%	-7%	-14%
C#CCOCCOCCOCCNc1nc(N2CCN(C(=O)[C@H](CCCCN)n3cc([C@@H](N)CO)nn3)CC2)nc(N2CCN(C(=O)[C@H](Cc3cc4ccccc4[nH]3)n3cc([C@@H](N)CO)nn3)CC2)n1	x	x	7%	-2%	62%
CC[C@]12c3[nH]c4ccc(OC)cc4c3CCN1C(=O)C(CC(=O)NC/C=C(\C)CCC=C(C)C)C[C@@H]2C(=O)N1CCN(C(=O)c2ccco2)CC1 (some centres undefined)	4%	1.4%	x	x	x
COc1cccc(/C=N/NC(=O)CCc2c(C)n[nH]c2C)c1O	-10%	0.9%	8%	-1%	-6%
CCCCc1nnc(SCC(=O)NC2CCCCC2)n1C	-6%	1.7%	-11%	-11%	-3%
C(=C\c1ccccc1)/C=N/Nc1ccc2nncn2n1	x	x	-12%	4%	2%
CN(C)Cc1ccc(-c2nc3cccc4c3n2CCNC4=O)cc1	-4%	0.1%	-6%	-2%	1%	inhibitors of VEEV 10K pilot screen=0.8
COc1cc(/C=C2/NC(=O)NC2=O)ccc1OCC(=O)Nc1ccc(F)cc1	-2%	1.2%	2%	2%	-1%
C=CCc1ccc(OCCOc2ccc(/C=N/n3cnnc3)cc2OCC)c(OC)c1	-13%	7.6%	-5%	u	37%
COc1ccc(NC(=O)c2c(NC(=O)CNCc3ccco3)sc3c2CCC3)c(OC)c1	9%	9.2%	-7%	3%	-2%
Cn1cc([N+](=O)[O-])c(C(=O)N2CCN(Cc3ccc4c(c3)OCO4)CC2)n1	-7%	0.1%	2%	7%	4%
O=C(CCNS(=O)(=O)c1ccc(OC(F)(F)F)cc1)NC1CC1	0%	0.6%	x	-7%	-9%
Cc1ccc(NC(=O)c2ccc(NCCN)c([N+](=O)[O-])c2)cc1	6%	0.8%	-4%	-8%	23%
CC1(C)CC(=O)C2=C(C1)c1c(ccc3ccccc13)NC2c1ccco1 (centres undefined)	2%	5.8%	-21%	2%	15%
CN(c1ccc(C(=O)Nc2ccccc2C(F)(F)F)cc1)S(C)(=O)=O	3%	4.0%	2%	4%	9%
Clc1cccc(-c2ccnc3nc(-n4cccc4)nn23)c1	-2%	i	2%	-2%	12%

Grouped by structure, the compounds so far with a nitro group on carbon
SMILES	H1N1 NS1A inhibition	inhibitors of VEEV	Salmonella PhoP GFP	H37Rv inhibition	tuberculosis growth	others
O=C(/C=C/c1cccc([N+](=O)[O-])c1)Nc1ccc(Cl)cn1	7%	0.2%	-10%	11%	10%
Nc1ccc(-c2cnc[nH]2)cc1[N+](=O)[O-]	9%	1.2%	12%	5%	-4%
O=C(CN1C(=O)c2ccccc2S1(=O)=O)Nc1ccc([N+](=O)[O-])cc1	2%	i	x	7%	12%
O=C(NCCCN1CCCC1=O)Nc1ccc([N+](=O)[O-])cc1	-2%	1.4%	-2%	3%	-6%
Cn1cc([N+](=O)[O-])c(C(=O)N2CCN(Cc3ccc4c(c3)OCO4)CC2)n1	-7%	0.1%	2%	7%	4%
Cc1ccc(NC(=O)c2ccc(NCCN)c([N+](=O)[O-])c2)cc1	6%	0.8%	-4%	-8%	23%

From PubChem BioAssay
